Screening results from PubChem.
PostGolgi yeast = phenotypic screen on post-Golgi transport, primary screen | post-Golgi transport phenotypic cell assay | inhibition, % at 10 µM | actives 0.9% (n = 98,000) | AID 739, 2007; in the data active means inhibition above about 30%;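 further: yeast cells grown in 1536-well plates; yeast grown about 18 h at 30C before absorbance read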
PLAP activator = PLAP enzyme activators, biochemical, luminescence, HTS; purified PLAP enzyme, luminescent substrate read-out; hits give high values; Alkaline phosphatase, placental type (Homo sapiens), P05187; activation fold at 20 µM; actives 1.2% (n = 96,000); in the data active means activation fold above about 2
Target sequence (P05187 whole entry, looked up): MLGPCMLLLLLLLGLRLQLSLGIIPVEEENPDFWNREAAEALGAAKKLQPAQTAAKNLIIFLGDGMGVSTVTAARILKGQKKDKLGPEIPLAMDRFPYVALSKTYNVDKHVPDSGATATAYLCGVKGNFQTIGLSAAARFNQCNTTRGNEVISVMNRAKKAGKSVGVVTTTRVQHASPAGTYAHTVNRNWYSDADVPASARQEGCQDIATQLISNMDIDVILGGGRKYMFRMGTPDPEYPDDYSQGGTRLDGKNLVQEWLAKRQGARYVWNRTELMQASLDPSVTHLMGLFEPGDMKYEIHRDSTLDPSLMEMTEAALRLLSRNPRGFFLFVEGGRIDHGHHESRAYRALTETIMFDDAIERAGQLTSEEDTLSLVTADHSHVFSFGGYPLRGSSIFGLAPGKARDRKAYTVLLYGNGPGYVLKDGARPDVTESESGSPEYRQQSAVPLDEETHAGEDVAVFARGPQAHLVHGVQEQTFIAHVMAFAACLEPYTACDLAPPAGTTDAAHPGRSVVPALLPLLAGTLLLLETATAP
PTK2B oligo ant = antagonists of Pyk2 self-association, primary screen, Q293 cells, FERM NanoBiT luminescence, HTS; Protein-tyrosine kinase 2-beta (Homo sapiens), Q14289; actives 0.83% (n = 99,000); AID 1347419, 2020; z-score (the deposit names both 25 µM and 10 µM); hits give low values;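 active means Z-score of -3 or lower, scaled per plate to the spread of control and sample wells; inactive means z-score above -3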;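 further: negative z-score means lost luminescence so less FERM oligomerization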
CYP2C19 inh = blockers of cytochrome P450 2C19 activity – biochemical, luminescence, ADME assay, primary screen; inhibition, % at 5 µM; CYP2C19 Supersomes, luciferin-H EGE luminescence, 30 min; actives 21% (n = 96,000); AID 778, 2007;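 active means CYP2C19 inhibition above a set limit at 5 µM in the primary screen, cut at about 50% in these data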;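 further: plate controls were negative control wells for no effect and 2.5 mM tranylcypromine positive control for full effect; values of inactives mirror those of a sister screen read the other way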
EphB4 antag = EphB4-ephrin-B2 interaction antagonists, primary screen, biochemical, TNYL-RAW peptide probe, fluorescence polarization; EphB4 LBD / TNYL-RAW-Alexa532 peptide; inhibition, % at 7 µM; actives 0.15% (n = 97,000); AID 720, 2007;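 active means inhibition above the screen-wide mean inhibition plus 3 SD, cut at about 15% in these data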;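 further: 0% = DMSO wells and 100% = excess unlabeled TNYL-RAW peptide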
CYP2C9 inh = blockers of cytochrome P450 2C9 activity – biochemical, luminescence, ADME assay, primary screen; actives 20% (n = 96,000); P11712; inhibition, % at 5 µM; AID 777, 2007; CYP2C9 Supersomes, luciferin-H conversion;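 active means blocking of liver enzyme CYP2C9 beyond about 50% at 5 µM, limit read from the data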; further: values of inactives mirror those of a sister screen read the other way
Target sequence (P11712 whole entry, looked up): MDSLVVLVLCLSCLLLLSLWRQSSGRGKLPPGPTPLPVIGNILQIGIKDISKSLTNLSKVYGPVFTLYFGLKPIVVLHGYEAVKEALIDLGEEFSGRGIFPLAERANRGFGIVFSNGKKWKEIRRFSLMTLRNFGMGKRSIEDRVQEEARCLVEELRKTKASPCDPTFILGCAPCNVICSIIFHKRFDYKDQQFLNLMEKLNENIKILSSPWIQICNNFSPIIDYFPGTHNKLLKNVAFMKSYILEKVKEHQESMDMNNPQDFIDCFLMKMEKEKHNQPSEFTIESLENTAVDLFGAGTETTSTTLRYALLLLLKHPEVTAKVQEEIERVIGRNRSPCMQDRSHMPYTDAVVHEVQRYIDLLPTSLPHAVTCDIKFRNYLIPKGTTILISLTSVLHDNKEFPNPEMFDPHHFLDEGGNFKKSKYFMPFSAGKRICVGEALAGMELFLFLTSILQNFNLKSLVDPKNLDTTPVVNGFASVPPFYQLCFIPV
CYP2C19 act = human CYP2C19 activators, primary screen, biochemical, luminescence | recombinant CYP2C19, luciferin-H EGE luminescence; hits give high values; 0 = fully inhibited enzyme, 1 = untreated enzyme | activation factor at 5 µM | 96,000 tested, under 10 active | AID 1025, 2008;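 active means activation factor of at least 2 at 5 µM in the primary screen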;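 further: 0 = wells with 2.5 mM tranylcypromine and 1 = vehicle-only wells; values of inactives mirror those of a sister screen read the other way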
CYP2C9 act = human CYP2C9 activators, primary screen, biochemical, luminescence; recombinant CYP2C9, luciferin-H conversion; hits give high values; factor 1 = untreated enzyme, 0 = blocked; activation factor at 5 µM; actives 1.4% (n = 96,000); AID 1024, 2008;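 active means activation factor of 2 or more for CYP2C9 at a 5 µM dose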;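 further: 0 = sulfaphenazole-blocked wells and 1 = vehicle-only wells; values of inactives mirror those of a sister screen read the other way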
Ecoli WT expand = growth inhibitors of wild-type E. coli, primary screen, strain BW25113, expanded library, OD600 | OD600 absorbance | growth inhibition, % at 100 µM | actives 0.15% (n = 98,000) | AID 710, 2007;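 active means growth inhibition above about 50% at one test dose, limit read from the data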;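 further: growth measured after 20 h incubation at 37 °C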
Active calls of the source: *; . = not tested or not shown.

1. Cc1ccc(N2CCN(C(=O)c3ccccc3NC(=O)C3CC=CCC3C(=O)O)CC2)cc1 (stereo not drawn)
2. CC(C)N(Cc1nc(-c2ccccc2)no1)C(=O)CN(C)S(=O)(=O)c1ccccc1
3. Cc1ccnc(SCC(=O)N2CCC(C(N)=O)CC2)n1
4. O=C(Nc1ccccc1)c1n[nH]c(Cn2cncn2)n1
5. CCC(=O)Nc1nnc(CSCc2ccc(F)cc2)s1
6. O=C(O)c1ccc(N2Cc3ccccc3C2)cc1O
7. O=C(CCCOc1ccccc1)N1CCN(c2ccc(F)cc2)CC1
8. O=C(NCc1ccco1)/C(=C/c1cccnc1)NC(=O)c1ccco1
Assay by compound	1	2	3	4	5	6	7	8
PostGolgi yeast	-2	-10	0	-6	-9	1	-4	13
PLAP activator	1.5	0.8	1.1	0.9	1	1.6	1.2	0.9
PTK2B oligo ant	0.21	-0.7	0.46	-0.24	0.57	0.33	1	1.2
CYP2C19 inh	52*	79*	-1	1	35	48	77*	-8
EphB4 antag	-4	2	-4	0	6	0	4	4
CYP2C9 inh	37	69*	-8	-2	6	53*	24	-22
CYP2C19 act	0.5	0.2	1	1	0.7	0.5	0.2	1.1
CYP2C9 act	0.6	0.3	1.1	1	0.9	0.5	0.8	1.2
Ecoli WT expand	1	-3	7	-2	-3	-10	0	-3

Single values from the entries so far:
`Cc1ccc(N2CCN(C(=O)c3ccccc3NC(=O)C3CC=CCC3C(=O)O)CC2)cc1` (stereo not drawn) in CYP2C19 inh → 52*
`CC(C)N(Cc1nc(-c2ccccc2)no1)C(=O)CN(C)S(=O)(=O)c1ccccc1` in EphB4 antag → 2

Among those listed so far, these contain four or more nitrogen atoms.
2. CC(C)N(Cc1nc(-c2ccccc2)no1)C(=O)CN(C)S(=O)(=O)c1ccccc1
3. Cc1ccnc(SCC(=O)N2CCC(C(N)=O)CC2)n1
4. O=C(Nc1ccccc1)c1n[nH]c(Cn2cncn2)n1
Assay by compound	2	3	4
PostGolgi yeast	-10	0	-6
PLAP activator	0.8	1.1	0.9
PTK2B oligo ant	-0.7	0.46	-0.24
CYP2C19 inh	79*	-1	1
EphB4 antag	2	-4	0
CYP2C9 inh	69*	-8	-2
CYP2C19 act	0.2	1	1
CYP2C9 act	0.3	1.1	1
Ecoli WT expand	-3	7	-2

Continued.
9. O=C(O)CCSc1nc2ccccc2c(=O)[nH]1
10. COCC(C)n1c(C)cc(C(=O)CN2C(=O)NC(Cc3c[nH]c4ccccc34)C2=O)c1C (stereo not drawn)
11. CCSc1oc(-c2ccco2)nc1S(=O)(=O)c1ccccc1
12. CCOC(=O)NC(NCc1ccccc1Cl)(C(F)(F)F)C(F)(F)F
13. COC(=O)c1c(C(=O)OC)c(-c2ccc(C)cc2)n2c1CS(=O)C2 (stereo not drawn)
14. O=C(O)C1C2CCC(C2)C1C(=O)NCc1ccccn1 (stereo not drawn)
15. C=CCNC(=O)c1ccc(-c2nc(-c3ccccc3)cs2)cc1
16. CC(=O)c1c(C)[nH]c(C(=O)N2c3ccccc3CC2C)c1C (stereo not drawn)
Assay by compound	9	10	11	12	13	14	15	16
PostGolgi yeast	11	13	-14	1	-7	-2	-4	1
PLAP activator	.	1.6	.	0.9	0.7	1	1	1.3
PTK2B oligo ant	1	-0.53	-0.86	-0.02	-0.28	-0.74	-2.4	.
CYP2C19 inh	.	41	.	58*	30	9	8	77*
EphB4 antag	-6	0	4	-2	-6	14	7	6
CYP2C9 inh	.	46	.	21	34	16	24	78*
CYP2C19 act	.	0.6	.	0.4	0.7	0.9	0.9	0.2
CYP2C9 act	.	0.5	.	0.8	0.7	0.8	0.8	0.2
Ecoli WT expand	-11	-3	-8	10	3	7	8	6

17. CCc1ccc(C(=O)CSc2ncn[nH]2)cc1
18. c1ccc(Cn2nnnc2CN2CCN(c3ncccn3)CC2)cc1
19. COc1ccc(C(=O)Nc2ccccc2C(N)=O)cc1
20. Cn1c(CN2CCCC2)nc2cc(NC(=O)C3CCCCC3)ccc21
21. CCCCN1CC(O)=C(c2nc(-c3ccc(Cl)cc3)cs2)C1=N
22. CC(=O)Nc1nc(C2COc3ccccc3O2)cs1 (stereo not drawn)
23. Cc1cc(C)nc(SCc2csc(N)n2)n1
24. Cc1cc(NC(=O)CCC(=O)N(CC(=O)NC2CCCC2)c2ccc3c(c2)OCCO3)no1
Assay by compound	17	18	19	20	21	22	23	24
PostGolgi yeast	-4	17	10	11	-4	-5	-3	-1
PLAP activator	2.4*	0.9	0.8	1.1	0.7	0.9	1.2	0.9
PTK2B oligo ant	-0.65	0.93	-0.55	3.1	-0.53	0.43	0.05	0.43
CYP2C19 inh	75*	19	33	0	13	39	25	3
EphB4 antag	-4	1	0	-7	14	-7	6	4
CYP2C9 inh	31	93*	-20	8	44	31	2	5
CYP2C19 act	0.3	0.8	0.7	1	0.9	0.6	0.7	1
CYP2C9 act	0.7	0.1	1.2	0.9	0.6	0.7	1	0.9
Ecoli WT expand	1	-3	8	4	-3	5	-3	0

25. COc1ccc(CNC(=O)C(c2ccc(C)cc2)N(Cc2cccs2)C(=O)c2ccc3c(c2)OCCO3)cc1 (stereo not drawn)
26. O=C(NCc1ccccc1)c1ccc(CN(c2ccccn2)S(=O)(=O)c2ccccc2)cc1
27. Cc1ccc2nc(-c3ccccn3)cc(C(=O)N3CCN(c4ncccn4)CC3)c2c1
28. O=S(=O)(Cc1ccccc1)N1CCN(C2Cc3ccccc3C2)CC1
29. C=CCSC1=C(C#N)C(c2cccc(OC)c2)CC(=O)N1 (stereo not drawn)
30. CSc1nc(N)nc(SCC(=O)c2ccc(C)cc2)c1C#N
31. Cc1csc2nc(CSc3nc4ccccc4o3)cn12
32. Cc1oc2nc(SCCCC(=O)NCCO)nc(N)c2c1C
Assay by compound	25	26	27	28	29	30	31	32
PostGolgi yeast	-3	2	-3	-5	-1	-20	-2	-8
PLAP activator	1.1	1.5	1.1	0.9	1.1	1	0.9	1
PTK2B oligo ant	-2.8	0.3	-0.54	0.21	-0.43	-2.3	0.42	-0.25
CYP2C19 inh	66*	1	20	4	52*	-3	23	-8
EphB4 antag	-1	7	3	-1	8	-10	-8	1
CYP2C9 inh	49	40	54*	-21	36	54*	-15	-4
CYP2C19 act	0.3	1	0.8	1	0.5	1	0.8	1.1
CYP2C9 act	0.5	0.6	0.5	1.2	0.6	0.5	1.2	1
Ecoli WT expand	-18	-11	0	-8	5	-5	21	1

33. c1coc(Cn2c(SCc3nc4ccccc4[nH]3)nnc2-c2cnccn2)c1
34. CCOc1ccc(C(=O)NCC(=O)OCC(=O)N2CCCCC2)cc1
35. Cc1ccc(OCC(=O)NCCN2CCCC2)cc1
36. CCOC(=O)N1CCC(NC(=O)c2cn(-c3ccc(OC)cc3)c(=O)c3ccccc23)CC1
37. CCCCCC(/C=N/Nc1ccc(S(=O)(=O)N2CCOCC2)cc1[N+](=O)[O-])=C\c1ccccc1
38. CCC(Sc1nc(C)cc(=O)[nH]1)C(=O)Nc1ccc(Cl)cn1 (stereo not drawn)
39. CN(C)c1nc(SCCOC(=O)COc2ccc(Cl)cc2Cl)nc(N(C)C)n1
40. CC(C)(C)n1nnnc1C(c1cccs1)N(Cc1cccnc1)Cc1ccccc1Cl (stereo not drawn)
Assay by compound	33	34	35	36	37	38	39	40
PostGolgi yeast	-6	2	-2	-7	-6	1	-7	-6
PLAP activator	2.2*	0.8	1.1	1.6	0.6	1.3	1.1	1.8
PTK2B oligo ant	-0.68	-0.28	0.19	-0.32	-1.1	.	0.51	-1.4
CYP2C19 inh	67*	7	-10	91*	-4	14	13	96*
EphB4 antag	5	6	-5	8	-2	1	0	-5
CYP2C9 inh	81*	7	-13	90*	82*	42	23	92*
CYP2C19 act	0.3	0.9	1.1	0.1	1	0.9	0.9	0
CYP2C9 act	0.2	0.9	1.1	0.1	0.2	0.6	0.8	0.1
Ecoli WT expand	9	6	6	-1	-17	1	-25	-7

41. CCOC(=O)C1CCN(Cc2ccc(F)c(F)c2)CC1
42. COc1cc(-c2noc(-c3cccs3)n2)cc(OC)c1OC
43. COc1ccccc1C/C(N)=N/OC(=O)COc1cccc2ccccc12
44. O=C(CC(Cc1ccccc1)C(=O)O)NCCc1ccc2c(c1)OCO2 (stereo not drawn)
45. COc1ccc(OC)c(C(=O)/C=C/c2ccccc2C(F)(F)F)c1
46. CC(C)(C)C1CCC(OCC(O)CN2CCN(c3ccccc3)CC2)CC1 (stereo not drawn)
47. COc1ccc(CCCc2nnc(SCC(=O)N/N=C\c3ccc(O)c(OC)c3)o2)cc1C
48. CCC(=O)N1CCc2cc(S(=O)(=O)CCC(=O)Nc3ccc(CC)cc3)ccc21
Assay by compound	41	42	43	44	45	46	47	48
PostGolgi yeast	1	-7	-4	23	1	104*	3	3
PLAP activator	0.8	.	0.9	1.2	1.1	1.5	1	0.8
PTK2B oligo ant	-0.88	0.11	0.2	1.4	-1.6	-0.84	-0.56	1.9
CYP2C19 inh	14	.	11	4	24	16	42	13
EphB4 antag	-5	-2	2	4	-6	-8	4	4
CYP2C9 inh	-10	.	-41	76*	27	12	31	36
CYP2C19 act	0.9	.	0.9	1	0.8	0.8	0.6	0.9
CYP2C9 act	1.1	.	1.4	0.2	0.7	0.9	0.7	0.6
Ecoli WT expand	7	-10	12	-5	-8	19	-4	-1

49. C/C(=N\NC(=O)Cc1ccc(Cl)cc1)c1ccccn1
50. Cc1cc(/C=C(\C#N)C(=O)Nc2ccccc2)c(C)n1-c1ccc2c(c1)OCO2
51. CCCCn1nnc(NC(=O)c2ccc(-c3ccccc3)cc2)n1
52. O=C1c2ccccc2C(=O)N1CCn1nc(Cl)nc1Cl
53. CC(C)n1c(N2CCN(C(=O)c3cccs3)CC2)nc2ccccc21
54. CC(=O)Nc1cccc(-c2nnc(SCc3ccccc3C#N)n2C)c1
Assay by compound	49	50	51	52	53	54
PostGolgi yeast	4	-6	-5	-7	-4	-1
PLAP activator	1.8	1.3	1	1.3	1.7	0.8
PTK2B oligo ant	0.99	-1.8	0.22	1.7	0.45	0.02
CYP2C19 inh	40	-1	10	27	51*	62*
EphB4 antag	5	-11	1	.	-11	1
CYP2C9 inh	32	23	9	-9	58*	-6
CYP2C19 act	0.6	1	0.9	0.7	0.5	0.4
CYP2C9 act	0.7	0.8	0.9	1.1	0.4	1.1
Ecoli WT expand	9	-12	-8	-10	2	-3
